# Screening data: PubChem, several laboratories
# IL1B NFkB inh: inhibitors of IL-1B driven NFkB p65 nuclear import, primary screen, imaging, HUVEC, IL-1B stimulus, high-content imaging | HUVEC IL-1B NFkB p65 nuclear translocation imaging | inhibition, % at 2 µM | 0.43% of 94,000 active | AID 796, 2007;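 active means inhibition above about 30% together with a positive call from visual inspection of the well image, limit read from the data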;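 further: nuclear over cytoplasmic p65 intensity ratio measured by imaging; 0% = IL-1B stimulated DMSO wells and 100% = unstimulated DMSO wells; values of inactives mirror those of a sister screen read the other way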
# IL1B NFkB pot: enhancers of NFkB p65 translocation in HUVEC – imaging, IL-1B stimulus, high-content imaging, primary screen. HUVEC IL-1B NFkB p65 nuclear translocation imaging. activation, % at 2 µM. 0.3% of 94,000 active. AID 819, 2007;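 active means activation above 40%, about the mean plus 3 SD, also judged a hit on visual image review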;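 further: percent activation is computed from the nuclear over cytoplasmic p65 intensity ratio; values of inactives mirror those of a sister screen read the other way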
# PLAP inhibitors HTS: PLAP enzyme inhibitors, biochemical, luminescence, HTS (AID 690); Alkaline phosphatase, placental type (Homo sapiens); purified PLAP, luminescent substrate; higher % means a stronger effect; inhibition, % at 20 µM, or IC50 in µM where a hit was titrated; 0.08% of 96,000 active; in the data active means a potency from the dose series; inactive means the rest, 99 in 100 with inhibition below about 30%; further: strong numbers were not always called active
# MRP resist rev: reversal of MRP1-mediated doxorubicin resistance, primary screen, H69AR cells, doxorubicin co-treatment; H69AR cells + 2 uM doxorubicin, CellTiter-Glo, 72 h; differential viability (reversal), % at 10 µM; 0.04% of 85,000 active; AID 602, 2007;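 active means viability drop by adding the cancer drug above about 55%, with treated viability meeting a 40% cutoff, limit read from the data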;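 further: viability without doxorubicin minus viability with 2 µM doxorubicin for each compound; larger differential means the compound sensitizes cells more to doxorubicin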
# Bcl-B displacement: displacers of TR3 peptide from Bcl-B, primary screen, selectivity assay for Bfl-1 inhibitor project, biochemical, fluorescence polarization; Bcl-2-like protein 10 (Homo sapiens); FP displacement of FITC-TR3 peptide from Bcl-B; higher % means a stronger effect; displacement, % at 20 µM; hits with a dose series show IC50 in µM; 0.11% of 96,000 active; AID 748, 2007;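 active means displacement above 50% at 20 µM plus a fluorescence interference ratio under 1.5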;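 further: plate controls were wells without compound for no effect and wells lacking Bcl-B protein for full effect; a part of the inactive calls stands beside numbers as strong as those of hits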
# MRP resist rev cytotoxicity: further read-out of MRP resist rev, marked with its call; viability, %; H69AR cells, CellTiter-Glo, 72 h; measured here: cytotoxicity without doxorubicin
# MRP resist rev with doxorubicin: further read-out of MRP resist rev, marked with its call; viability, %; measured here: viability with 2 uM doxorubicin; hits give low values
# IL1B NFkB inh cell count 2 µM: second read-out of IL1B NFkB inh, no call of its own (marks repeat the call); cell count; measured here: cells passing quality filter;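 raw number of nuclei counted in each imaged well without normalization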
# IL1B NFkB pot cell count 2 µM: further read-out of IL1B NFkB pot, marked with its call; cell count; measured here: cells passing quality filter
# * marks the source's active call; other numbers are inactive results; · = not tested or not shown. These rows are one share of the data; rates above refer to the full screens.
cpd	Compound	IL1B NFkB inh	IL1B NFkB inh cell count 2 µM	IL1B NFkB pot	IL1B NFkB pot cell count 2 µM	PLAP inhibitors HTS
1	CCCC(=O)Nc1sc2c(c1C#N)CCCC2	-9	93	9	93	5%
2	O=c1c2cc(-c3ccccc3)sc2ncn1-n1cccc1	-17	170	17	170	2%
3	COc1ccc(CCN2C(=NC(=O)CC(C)C)SC3CS(=O)(=O)CC32)cc1 (stereo not given)	-13	145	13	145	16%
4	C=CCn1c(N)cc(=O)nc1SCC(=O)Nc1cccc2ccccc12	-6	150	6	150	-4%
5	COc1ccc(CC(=O)N2CCOCC2)cc1OC	1	179	-1	179	2%
6	O=C(CSc1ccccc1)Nc1ccc(N2CCOCC2)cc1	10	165	-10	165	12%
7	C(=C\c1ccccc1)/CSc1nnc(-c2cccnc2)n1Cc1ccco1	-28	141	28	141	-31%
8	CCOc1ccc(C(=O)Nc2ccc(Cl)cn2)cc1Cl	-8	107	8	107	-5%
9	CCOC(=O)C1CCN(c2c(NCCN3CCN(c4ccccc4)CC3)c(=O)c2=O)CC1	-9	55	9	55	-15%
10	CC(=O)Nc1ccc(C(=O)OCCC(C)C)cc1	0	134	1	134	-5%
11	CC(NC(=O)c1ccco1)c1cccc2ccccc12 (stereo not given)	98*	29*	-98	29	·
12	CC(C)Cc1nc(N2CCCCC2)c(C#N)c2c1CCC2	5	73	-5	73	-11%

cpd	MRP resist rev	MRP resist rev cytotoxicity	MRP resist rev with doxorubicin	Bcl-B displacement
1	0	84	83	-5%
2	-8	80	88	-20%
3	16	86	70	5%
4	0	88	88	-1%
5	3	102	98	-4%
6	-3	7	10	-3%
7	0	80	80	-4%
8	15	88	73	-23%
9	21	100	79	-2%
10	15	98	83	-7%
11	-8	88	96	·
12	14	98	84	-14%

# Full records, quoted from the list. Screens in order: IL1B NFkB inh	IL1B NFkB inh cell count 2 µM	IL1B NFkB pot	IL1B NFkB pot cell count 2 µM	PLAP inhibitors HTS	MRP resist rev	MRP resist rev cytotoxicity	MRP resist rev with doxorubicin	Bcl-B displacement
# Listed for `CC(NC(=O)c1ccco1)c1cccc2ccccc12` (stereo not given) : 98*	29*	-98	29	·	-8	88	96	·
# Listed for `C(=C\c1ccccc1)/CSc1nnc(-c2cccnc2)n1Cc1ccco1` : -28	141	28	141	-31%	0	80	80	-4%

# Later entries
cpd	Compound	IL1B NFkB inh	IL1B NFkB inh cell count 2 µM	IL1B NFkB pot	IL1B NFkB pot cell count 2 µM	PLAP inhibitors HTS
13	Nc1c(Cl)cc2c(c1Oc1ccccc1)C(=O)c1ccccc1C2=O	15	198	-15	198	17%
14	O=C1C2C3CCCC3=C3CCCC3C2C(=O)N1c1ccc(F)cc1 (stereo not given)	-12	161	12	161	8%
15	COc1ccc(C2=CC(=O)OC3(CCCCC3)O2)cc1	-24	128	24	128	-21%
16	C=CCN1C2CCCC1CC(NC(=O)Nc1cccc(C(C)=O)c1)C2 (stereo not given)	-8	94	8	94	7%
17	CCCc1c(O)nc(SCC(=O)NCCc2ccc(OC)c(OC)c2)[nH]c1=O	-4	151	4	151	3%
18	COc1ccc(NC(=O)C2CCCCN2N)cc1OCC(C)C (stereo not given)	10	173	-10	173	4%
19	CCCCc1sc(-c2c(C#N)c(N)nc3c2CCCCC3)cc1[N+](=O)[O-]	·	·	·	·	15%
20	COc1ccc2cc(S(=O)(=O)NCCCN3CCOCC3)ccc2c1	-14	175	14	175	-15%
21	COc1cccc(NC(=O)CSc2ncnc3c2cnn3Cc2ccccc2)c1	-30	48	30	48	15%
22	Cc1c(CCO)c(=O)[nH]n1C(=O)c1c(F)cccc1F	-13	148	13	148	8%
23	CCOC(=O)C1=C(CSc2nncn2C)NC(=O)NC1c1cc(OCC)ccc1OCC (stereo not given)	0	121	0	121	-36%
24	CCN(CC)S(=O)(=O)c1ccc(Nc2nc3ccccc3n3nnnc23)cc1	·	·	·	·	-20%

cpd	MRP resist rev	MRP resist rev cytotoxicity	MRP resist rev with doxorubicin	Bcl-B displacement
13	-5	64	69	-19%
14	11	76	65	-6%
15	-25	49	74	-6%
16	-1	94	95	-9%
17	2	95	93	3%
18	20	104	85	-9%
19	·	·	·	7%
20	·	·	·	-3%
21	16	76	60	-2%
22	·	·	·	12%
23	0	94	95	-5%
24	8	70	62	-14%

# Continuation.
cpd	Compound	IL1B NFkB inh	IL1B NFkB inh cell count 2 µM	IL1B NFkB pot	IL1B NFkB pot cell count 2 µM	PLAP inhibitors HTS
25	Cc1ccc(S(=O)(=O)Nc2nsc(N)n2)cc1	·	·	·	·	-8%
26	COc1ccc(N2CCN(S(=O)(=O)Cc3ccccc3)CC2)cc1	-12	112	12	112	6%
27	CCN(CC)c1ccc(NC(=O)CN2CCN(S(=O)(=O)c3cc(Cl)ccc3OC)CC2)cc1	·	·	·	·	-76%
28	CC(=O)Nc1ccc2nc(-c3ccncc3)[nH]c2c1	-18	163	18	163	-18%
29	CCn1c(CNc2ccc(Cl)cc2)nnc1SCc1ccccc1	18	143	-18	143	5%
30	COc1cc2c(cc1NC(=O)CN(C)Cc1nc3ccccc3c(=O)[nH]1)oc1ccccc12	·	·	·	·	-56%
31	Cc1ccc(CN2C(=O)CSc3ccc(C(=O)NCCN4CCOCC4)cc32)cc1	·	·	·	·	-58%
32	Cc1ccc(N(C(=O)C2CCCC2)C2C=CS(=O)(=O)C2)cc1 (stereo not given)	-2	113	2	113	2%
33	CCOC(=O)C1=C(C)OC(N)=C(C#N)C1c1c(C)nn(-c2ccccc2)c1Cl (stereo not given)	·	·	·	·	-11%
34	O=C(Nc1ccncc1)c1cccc(F)c1	-11	178	11	178	19%
35	Cc1ccc(C(=O)Nc2ccc(O)c(C(=O)O)c2)o1	-15	127	15	127	24%
36	CS(=O)(=O)NC1CCN(Cc2ccccc2)CC1	-14	117	14	117	-10%

cpd	MRP resist rev	MRP resist rev cytotoxicity	MRP resist rev with doxorubicin	Bcl-B displacement
25	-11	74	85	-3%
26	9	86	77	-9%
27	-4	68	72	-15%
28	-1	96	97	9%
29	·	·	·	5%
30	5	59	55	-10%
31	-3	83	86	-6%
32	-1	95	96	-2%
33	·	·	·	1%
34	0	94	94	-11%
35	-11	93	104	0%
36	-19	97	116	3%

# More results.
cpd	Compound	IL1B NFkB inh	IL1B NFkB inh cell count 2 µM	IL1B NFkB pot	IL1B NFkB pot cell count 2 µM	PLAP inhibitors HTS
37	O=C1C(Cl)=C(N2CCOCC2)C(=O)N1c1ccccc1	-14	68	14	68	3%
38	Cc1cc(C)n(-c2nc(NCCC(C)C)c3c4c(sc3n2)COC(C)(C)C4)n1	9	176	-9	176	-195%
39	CCOC(=O)C1CCN(C(=O)Cn2cc(C(=O)c3ccco3)c3ccccc32)CC1	-2	125	2	125	12%
40	CCNC(=S)NNC(=O)c1cc(C)on1	·	·	·	·	-73%
41	CCCc1[nH]nc2c1C(c1ccc(OC)c(Cn3nc(C)c(Br)c3C)c1)C(C#N)=C(N)O2 (stereo not given)	-18	127	18	127	-67%
42	COc1ccc(NC(=O)CC(NCCc2ccccc2)C(=O)O)c(OC)c1 (stereo not given)	-14	104	14	104	-10%
43	CCOc1ccc2nc(NC(=O)C3CCN(S(=O)(=O)c4cnc[nH]4)CC3)sc2c1	6	164	-6	164	-91%
44	Cc1ccccc1C(=O)c1cccn1CC(=O)NCC1CCCO1 (stereo not given)	-11	136	11	136	-11%
45	COc1ccc([N+](=O)[O-])cc1NC1CCCCC1	-6	104	6	104	-1%
46	C1=C(c2ccc(-c3ccccc3)cc2)Nc2ncnn2C1c1ccco1 (stereo not given)	-3	121	3	121	-7%
47	CCOC(=O)N1CCC(NC(=O)CCc2c(C)nc3nc(C)nn3c2C)CC1	·	·	·	·	13%
48	Nc1nc(SCc2ccc(Cl)cc2Cl)ns1	-4	140	4	140	·

cpd	MRP resist rev	MRP resist rev cytotoxicity	MRP resist rev with doxorubicin	Bcl-B displacement
37	-20	87	106	-13%
38	1	2	0	-4%
39	-10	66	76	-4%
40	·	·	·	-1%
41	10	87	78	1%
42	8	95	86	-7%
43	-21	58	79	12%
44	2	90	88	-8%
45	·	·	·	-3%
46	-4	18	22	30%
47	-9	96	105	-6%
48	2	93	92	·

# 2 entries from above in a different format:
cpd | SMILES | IL1B NFkB inh | IL1B NFkB inh cell count 2 µM | IL1B NFkB pot | IL1B NFkB pot cell count 2 µM | PLAP inhibitors HTS | MRP resist rev | MRP resist rev cytotoxicity | MRP resist rev with doxorubicin | Bcl-B displacement
6 | O=C(CSc1ccccc1)Nc1ccc(N2CCOCC2)cc1 | 10 | 165 | -10 | 165 | 12% | -3 | 7 | 10 | -3%
45 | COc1ccc([N+](=O)[O-])cc1NC1CCCCC1 | -6 | 104 | 6 | 104 | -1% | · | · | · | -3%

# Going on with the list:
cpd	Compound	IL1B NFkB inh	IL1B NFkB inh cell count 2 µM	IL1B NFkB pot	IL1B NFkB pot cell count 2 µM	PLAP inhibitors HTS
49	COc1ccc(Br)cc1/C=c1\sc2nc(-c3ccco3)nn2c1=O	·	·	·	·	-88%
50	Cc1ccc(S(=O)c2ccc(C)cc2)cc1	5	190	-5	190	19%
51	CC(NS(C)(=O)=O)C(c1cccs1)N1CCN(c2ccccc2F)CC1 (stereo not given)	6	114	-6	114	·
52	CC1=C(C(=O)NCc2ccccn2)C2(CCC(C)CC2)OC1=O (stereo not given)	-16	61	16	61	1%
53	CC(C)=CC(=O)OCC(=O)Nc1ccc(Cl)cn1	6	122	-6	122	7%
54	COCCn1c(SCC(=O)Nc2cc(C)on2)nnc1-c1c[nH]c2ccccc12	·	·	·	·	4%
55	O=C1CC(=O)C(n2cncn2)C(c2ccc(Cl)cc2)C1 (stereo not given)	14	181	-14	181	3%
56	COC(=O)Cn1cnc2sc(C)c(S(=O)(=O)N3CCC(C)CC3)c2c1=O	1	147	-1	147	-4%
57	Cc1cc(NS(=O)(=O)c2ccc(NC(=O)C(C)Oc3ccc4c(C)cc(=O)oc4c3)cc2)no1 (stereo not given)	7	87	-7	87	-17%
58	O=C(CN1CCN(Cc2ccccc2)CC1)N1CCCc2c1c(=O)oc1ccc(O)cc21	-15	128	15	128	-7%
59	CCc1nc2sc3ccccc3c(=O)c2c(=O)n1CCOC	7	167	-7	167	-9%
60	COc1ccc(-c2nc(C(N)=O)c3[nH]c(=O)n(-c4cccc(Cl)c4)c3n2)cc1OC	·	·	·	·	-71%

cpd	MRP resist rev	MRP resist rev cytotoxicity	MRP resist rev with doxorubicin	Bcl-B displacement
49	1	90	89	-7%
50	-10	91	102	-7%
51	7	95	88	·
52	14	104	90	-4%
53	-8	87	95	-4%
54	10	83	73	-1%
55	·	·	·	0%
56	7	104	97	-2%
57	4	101	97	-1%
58	-39	8	47	7%
59	·	·	·	-4%
60	0	2	2	10%

# Following part
cpd	Compound	IL1B NFkB inh	IL1B NFkB inh cell count 2 µM	IL1B NFkB pot	IL1B NFkB pot cell count 2 µM	PLAP inhibitors HTS
61	CCCC(=O)Nc1cc(-c2nn(C)c(=O)c3ccccc23)ccc1N1CCOCC1	-10	74	10	74	-30%
62	CCOC(=O)Cc1csc(NC(=O)c2ccc(C)o2)n1	4	137	-4	137	-19%
63	Cn1cccc1C(=O)C(=O)Nc1cccc(Cl)c1Cl	-3	156	3	156	8%
64	Cc1cc(C)n2nc(SCC(=O)N(C)c3ccccc3)nc2n1	-1	137	1	137	-30%
65	O=C(NC1CCN(Cc2ccccc2)CC1)C1CCN(S(=O)(=O)c2cccc3cccnc23)CC1	·	·	·	·	-51%
66	O=C(NCCCNC(=O)c1ccccn1)c1ccccn1	·	·	·	·	1%
67	COc1cc(NC(=O)c2ccc(CNc3c(N4CCOCC4)c(=O)c3=O)cc2)cc(OC)c1	-28	167	28	167	-3%

cpd	MRP resist rev	MRP resist rev cytotoxicity	MRP resist rev with doxorubicin	Bcl-B displacement
61	3	73	70	12%
62	-38	60	98	-3%
63	·	·	·	3%
64	5	102	97	-15%
65	14	101	86	0%
66	-8	97	105	1%
67	-5	86	92	15%
